RSV CPE inhibition – RSV antiviral activity via CPE protection, HEp-2 cells, primary 10 µM value included (AID 2391); HEp-2 cells, RSV-induced CPE inhibition; higher % means a stronger effect; CPE inhibition, % at 10 µM, or IC50 in µM where a hit was titrated; 310,000 tested, 0.13% active; in the data active means a potency from the dose series; inconclusive means CPE inhibition mostly from about 23% at the one dose, without a potency; inactive means the rest, 99 in 100 with CPE inhibition below about 21%; further: strong numbers were not always called active
West Nile virus CPE – inhibition of WNV-induced cytopathic effect – cell-based, CPE readout (AID 1621); 290,000 tested, 0.02% active; CPE inhibition, % at 10 µM; hits with a dose series show IC50 in µM; West Nile virus-infected cells, CPE inhibition; higher % means a stronger effect; in the data active means a potency from the dose series; inconclusive means CPE inhibition mostly from about 3.7% at the one dose, without a potency; inactive means the rest, 99 in 100 with CPE inhibition below about 2.2%; further: strong numbers were not always called active
TNAP activators – stimulation of alkaline phosphatase TNAP activity – biochemical, luminescent, no phosphate acceptor, uHTS, primary screen (AID 1001). purified TNAP, luminescent activation assay, no phosphate acceptor; higher activation fold means a stronger effect. one-dose activation fold at 20 µM; EC50 in µM for titrated hits. 200,000 tested, 0.03% active; in the data active means activation fold from about 3, or a potency from the dose series; inactive means the rest, 99 in 100 with activation fold below about 1.6; further: many of its hits are not listed in these tables
M1AAP inhibition – P. falciparum M1AAP inhibitors, biochemical, fluorogenic H-Leu-NHMec substrate, 1536-well (AID 1445); recombinant M1AAP, H-Leu-NHMec fluorogenic kinetic assay; higher % means a stronger effect; inhibition, % at 30 µM; hits with a dose series show IC50 in µM; 220,000 tested, 0.42% active;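 active means primary inhibition above the hit cutoff, then over 50% inhibition at one or more dose response concentrations, cut at about 23% in these data, passing the limit was not always enough; inconclusive means conflicting primary data, or primary hits not chosen for dose response; inactive means low primary inhibition, or under 50% at every dose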;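 further: plate controls were DMSO full reaction for no effect and no enzyme background for full effect; strong numbers were not always called active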
T cell modulator – T cell immune modulation candidate. 2C CD8+ T cell-vesicle binding, flow cytometry; hits give low values. calls only at 7 µM. 330,000 tested, 0.068% active. AID 2052;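 active means response, share of CD8 T cells binding vesicles, and their 90th percentile fluorescence all below set limits, cut at about 80% in these data, passing the limit was not always enough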
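Incubation: binding step 1.5 h, 37 °C, antibody labelling 20 min, ice; system: murine 2C transgenic CD8+ T lymphocytes; technique: cytometric PE anti-B7-1 and Alexa647 anti-CD8 signals after 1% paraformaldehyde fixation; also added: QL9-charged Drosophila Ld/ICAM-1/B7-1 vesicles; control set: naked versus QL9-loaded vesicles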
human PMI inhibitors – human PMI inhibitors, high substrate, primary screen, biochemical, fluorescence intensity, high mannose 6-phosphate (AID 1220); 190,000 tested, 0.66% active; one-dose inhibition, % at 20 µM; IC50 in µM for titrated hits; recombinant PMI enzyme, coupled fluorescence intensity; higher % means a stronger effect
human PMI inhibition – MPI enzyme activity inhibition – biochemical, fluorescence intensity, coupled assay, primary screen (AID 1209) | purified PMI enzyme, coupled fluorescence intensity; higher % means a stronger effect | one-dose inhibition, % at 20 µM; IC50 in µM for titrated hits | 190,000 tested, 0.42% active;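 further: plate controls were DMSO vehicle for no effect and wells lacking substrate for full effect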
M17LAP inhibition – P. falciparum M17LAP inhibitors, primary screen, biochemical, fluorogenic H-Leu-NHMec substrate, 1536-well (AID 1619) | recombinant M17LAP, H-Leu-NHMec fluorogenic kinetic assay; higher % means a stronger effect | one-dose inhibition, % at 30 µM; IC50 in µM for titrated hits | 220,000 tested, 0.38% active;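 active means compound inhibiting the enzyme by more than half at any dose during confirmatory dose-response retesting; inconclusive means strong single-dose inhibitors picked by rank but not retested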;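 further: plate controls were full reaction with DMSO carrier for no effect and no enzyme background for full effect; strong numbers were not always called active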
K1F lysis inhibition – inhibition of K1F phage lysis, E. coli UTI89, bacterial capsule biogenesis inhibitors, alamar blue (AID 488966) | E. coli UTI89 K1F phage lysis, alamar blue, 2 h; higher % means a stronger effect | inhibition, % at 100 µM, or IC50 in µM where a hit was titrated | 340,000 tested, 0.02% active;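 active means phage lysis inhibition, versus mean bacterial control, above a set limit; inconclusive means no clear call, values can overlap the other calls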;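 further: capsule biogenesis inhibitors block K1F phage lysis so surviving cells raise fluorescence; higher fluorescence means more inhibition of phage lysis; actives were called in the ten point dose series up to 300 µM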
T cell modulator vesicle-bound % – further read-out of T cell modulator, marked with its call; double positive events, %; measured here: CD8+ vesicle-bound cell fraction;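 binding gate set so that unloaded-vesicle control wells show 10% double positive cells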
Numbers without * were called inactive; i = inactive; ? = inconclusive; . = no result given; [ ] = dose if it differs, or a comment. Unless noted, no stated cut-off is given here; in the data, active means inhibition above about 50%; inactive means the rest. Random draw from the library, and some 1.5% of all compounds hit somewhere here.

SMILES | RSV CPE inhibition | West Nile virus CPE | TNAP activators | M1AAP inhibition | T cell modulator | T cell modulator vesicle-bound % | human PMI inhibitors | human PMI inhibition | M17LAP inhibition | K1F lysis inhibition
CCN(C1CCCCC1)S(=O)(=O)c1ccc(S(=O)(=O)NCCc2ccncc2)cc1 | -1.4% | -0.5% | 1.1 | 7% | i | 52 | 12% | 12% | -7% | 1.9%
COC(=O)c1ccc(CN2CCN(Cc3ccccc3)C(CCO)C2)cc1 (stereo not drawn) | -0.6% | 0.3% | 1.1 | 9% | i | 64 | -2% | -3% | 1% | 0.1%
O=c1[nH]cccc1-c1nc2ccccc2n1Cc1cccc(F)c1 | 1.3% | 0.3% | . | . | i | 62 | . | . | . | 0.2%
COc1ccc(CNC(=O)CN2C(=O)CSc3ccc(S(=O)(=O)N4CCCCC4)cc32)cc1 | 2.2% | -0.5% | . | . | i | 10 | . | . | . | 0.1%
COc1ccc2c([N+](=O)[O-])c(Cl)[nH]c2c1 | 5.1% | 0.0% | 1.1 | 6% | i | 47 | 68%* | 39% | 8% | 0.2%
O=C(CSc1nc2ccc(Cl)cc2[nH]1)N1CCN(C(=O)c2ccco2)CC1 | 0.4% | 0.0% | 1.1 | 32% | i | 46 | 5% | 7% | 9% | -6.2%
CCCC(=O)Nc1cccc(Oc2nc(C)cc(C)c2C#N)c1 | 1.9% | 0.2% | 1 | 5% | i | 50 | -2% | -5% | -1% | 0.5%
O=C(NCCCNC(=O)c1ccccc1Cl)c1cnccn1 | 4.5% | 1.3% | . | . | i | 20 | . | . | . | 0.4%
COc1ccc(-c2cc(=O)oc3c(C)c(OCC(=O)NCC4CCC(C(=O)O)CC4)ccc23)cc1 (stereo not drawn) | 2.8% | 0.0% | . | . | i | 38 | . | . | . | 6.5%
Cc1ccc(S(=O)(=O)N2CCN(C(=O)c3c(-c4ccccc4)noc3C)CC2)c(C)c1 | 3.0% | -0.5% | . | . | i | 46 | . | . | . | 0.1%

Profiles from above. Values in the order: RSV CPE inhibition | West Nile virus CPE | TNAP activators | M1AAP inhibition | T cell modulator | T cell modulator vesicle-bound % | human PMI inhibitors | human PMI inhibition | M17LAP inhibition | K1F lysis inhibition
O=c1[nH]cccc1-c1nc2ccccc2n1Cc1cccc(F)c1 across the screens: 1.3% | 0.3% | . | . | i | 62 | . | . | . | 0.2%
CCCC(=O)Nc1cccc(Oc2nc(C)cc(C)c2C#N)c1 across the screens: 1.9% | 0.2% | 1 | 5% | i | 50 | -2% | -5% | -1% | 0.5%

The list goes on.
SMILES | RSV CPE inhibition | West Nile virus CPE | TNAP activators | M1AAP inhibition | T cell modulator | T cell modulator vesicle-bound % | human PMI inhibitors | human PMI inhibition | M17LAP inhibition | K1F lysis inhibition
CC(C)N=C(NS(=O)(=O)NC(=O)c1ccccc1)c1ccccc1 | -0.8% | 0.9% | 1.1 | 6% | i | 25 | -14% | -19% | 3% | 0.0%
Nc1nonc1-n1nnc(C(=O)N/N=C/c2ccccc2Cl)c1COc1ccc(F)cc1 | 1.9% | 0.0% | . | . | i | 46 | . | . | . | 2.0%
Cc1cc2c(cc(C(=O)OCC(=O)NCc3cccs3)n2C(C)C)o1 | 0.3% | 3.2% | 1.1 | 16% | i | 50 | 14% | 16% | 23% | 0.1%
CN(C)/C=C1\C(=O)N(c2ccc([N+](=O)[O-])cc2)N=C1c1ccccc1 | 44% | 0.4% | 1 | 9% | i | 7 | 21% | 24% | 14% | -0.3%
COc1cccc(/C=N/NC(=O)C(c2ccncc2)N2CCOCC2)c1 (stereo not drawn) | 2.0% | 1.5% | . | 3% | i | 41 | . | . | -2% | .
Cc1cc(NC(=O)CSc2nnc(-c3cccnc3)n2N)no1 | 0.6% | 0.3% | 1.1 | -1% | i | 56 | -4% | -2% | -3% | 3.3%
CCS(=O)(=O)c1ccc(Sc2nncn2C)c([N+](=O)[O-])c1 | 4.6% | . | 1 | -2% | i | 57 | 1% | 0% | 0% | 5.6%
O=C(NCc1ccc(F)cc1)C(=O)NCC1OCCN1C(=O)c1cccs1 (stereo not drawn) | 4.7% | -0.3% | 1 | -2% | i | 33 | -6% | 1% | -1% | 0.1%[50 µM]
O=c1cc(CO)[nH]cc1OCc1ccccc1 | -0.8% | 0.4% | . | -4% | i | 20 | . | . | -5% | -0.4%
CC1CCC(NC(=O)c2ccc(CNc3c(NC4CCCCC4)c(=O)c3=O)cc2)CC1 (stereo not drawn) | 2.9% | . | 1.1 | 0% | i | 41 | -4% | -7% | 6% | 0.4%
CCN(C(=O)CN1C(=O)COc2ccc(S(=O)(=O)N3CCOCC3)cc21)c1ccc(OC)cc1 | 0.8% | 0.0% | . | . | i | 30 | . | . | . | 0.2%
COc1ccc(OC)c(C(C)NC(=O)Nc2cccc(C(C)=O)c2)c1 (stereo not drawn) | 3.8% | -0.9% | 1.1 | 6% | i | 32 | 7% | 12% | -2% | -0.8%
Cc1[nH]c2ccccc2c1/C=N/NC(=O)CNC(=O)Cc1ccccc1 | -0.5% | 0.6% | . | . | i | 50 | . | . | . | 0.9%
CC1CC(C(F)F)n2nc(C(=O)Nc3sc4c(c3C#N)CCC(C(C)(C)C)C4)nc2N1 (stereo not drawn) | 1.1% | -0.1% | 1.1 | 7% | i | 0 | -12% | -11% | -16% | 12%
COc1ccc(C(=O)NN(C)c2nc(C(F)(F)F)nc3ccccc23)cc1 | 2.3% | -1.4% | 1 | 2% | i | 44 | 0% | 2% | 2% | -0.9%
CC1CCN(S(=O)(=O)c2cn(CC(=O)Nc3cccc(C#N)c3)cn2)CC1 | 6.1% | 0.2% | . | . | i | 6 | . | . | . | -0.6%
Cc1cc(C(=O)CN2C(=O)NC3(CCCCC3)C2=O)c(C)n1Cc1ccco1 | 1.0% | -0.6% | 1.1 | 8% | i | 41 | -6% | -3% | 7% | 0.1%
O=C(Cn1c2[n+](c3ccc(C(F)(F)F)cc31)CCCCC2)c1cccc([N+](=O)[O-])c1 | 1.3% | -0.2% | 1 | 4% | i | 56 | -1% | -11% | 12% | 0.3%
CN(C)CCNC(=O)c1cccc(S(=O)(=O)Nc2ccc(F)cc2)c1 | -1.8% | -0.3% | 1.1 | 9% | i | 56 | -6% | -30% | -6% | 1.1%
COc1ccccc1CN1CCC(CNS(=O)(=O)c2cc(-c3cc(C)no3)ccc2OC)CC1 | -1.5% | 1.4% | . | . | i | 61 | . | . | . | 6.3%
Cc1cc(C)cc(NC(=O)CN2CCN(c3ccccc3)CC2)c1 | -0.9% | -0.5% | . | . | i | 44 | . | . | . | 1.2%
Cc1cc(C)cc(NC(=O)CSc2nc3[nH]c(=O)cc(O)c3s2)c1 | 0.7% | -0.3% | . | . | i | 34 | . | . | . | -0.4%
CC1CN(S(=O)(=O)N(C)C)CCN1S(=O)(=O)N(C)C (stereo not drawn) | 0.6% | -0.1% | 1.1 | 2% | . | . | -6% | 0% | 3% | 2.8%
O=C(Nc1ccc(S(=O)(=O)NCc2cccnc2)cc1)c1ccccc1Cl | 1.7% | -1.7% | 0.9 | 7% | i | 39 | -2% | 13% | 9% | 3.3%
CCn1ccc(C(=O)N2CCOCC2)n1 | 0.9% | -0.1% | 1 | -1% | i | 61 | 3% | 9% | 2% | 1.6%
O=C(Nc1ccc(-n2cnnn2)cc1)C(c1ccccc1)c1ccccc1 | -1.0% | -0.2% | 1 | -1% | i | 33 | 7% | 4% | -13% | 0.6%
CCNC(=O)NNC(=O)C1CC(c2cccs2)=NO1 (stereo not drawn) | 2.9% | 0.6% | 1.1 | 1% | i | 20 | -1% | -1% | -3% | -0.2%
COc1ccc(Cl)cc1NC(=O)CN1CCN(Cc2ccccc2)CC1 | -0.7% | -1.4% | . | . | i | 65 | . | . | . | 0.1%
CC(C)(C)C(=O)NC(=S)Nc1ccc(Cl)c(C(=O)O)c1 | 0.6% | -0.2% | 1 | -11% | i | 13 | 18% | 16% | 2% | -0.3%
CO/N=C/CC(=O)c1cnc(-c2ccccc2)s1 | 3.5% | -0.2% | 1 | 9% | i | 37 | 58%* | 3% | -13% | 0.9%
O=C(COc1ccccc1Cl)Nc1ccc(C(=O)O)cc1NC(=O)COc1ccccc1Cl | 1.5% | 0.0% | . | . | i | 74 | . | . | . | 0.2%
COc1cccc(NC(=O)Nc2cnccn2)c1 | 12% | -0.5% | 1.1 | 3% | i | 56 | 2% | 11% | -7% | 0.3%
NS(=O)(=O)c1cc(C(=O)OCC(=O)Nc2ccc(N3CCCCC3)cc2)ccc1Cl | 2.8% | 0.0% | . | -3% | i | 34 | . | . | -6% | 0.3%
CNc1nc(Nc2ccc(C(C)=O)cc2)nc(OC(C(F)(F)F)C(F)(F)F)n1 | ? | 1.2% | 1.1 | 7% | i | 25 | 0% | 7% | -3% | 0.2%
O=C(CSc1nc2nn(-c3ccccc3)c(=O)c-2c2n1CCCCC2)NCCc1ccccc1 | 1.8% | -0.5% | 1.1 | 5% | i | 20 | -5% | -3% | -14% | 12%
Cc1ccc(Nc2nc(C(=O)N3CCC(C(=O)NCCN4CCOCC4)CC3)cs2)cc1 | 0.6% | 0.3% | 1.1 | 1% | i | 17 | 4% | 3% | 15% | 0.4%
O=C(NC(=S)Nc1ccccc1Br)c1ccco1 | -0.2% | 0.2% | . | . | i | 2 | . | . | . | -0.7%
COC(=O)c1c(NC(=O)C2CC=CCC2C(=O)O)sc(C)c1C (stereo not drawn) | 0.7% | 1.2% | 1 | 10% | i | 25 | 8% | 9% | 4.3µM* | -0.5%
Cc1ccc(/C=N/N2CCN(c3ccccn3)CC2)cc1 | 1.5% | -0.2% | 1.1 | 1% | i | 32 | 6% | 2% | 0% | 0.7%
Cc1c(C(=O)Nc2ccc(F)c(F)c2)oc2ccc(S(=O)(=O)N3CCCCC3)cc12 | 2.5% | 0.9% | 1 | 4% | i | 19 | 8% | 13% | -5% | 1.6%
CCOC(=O)c1c(NC(=O)/C=C/C(=O)O)sc(C)c1-c1ccc(C)c(C)c1 | -0.5% | -1.3% | 1.1 | 6% | i | 32 | -9% | -2% | 9% | -0.2%
C=CCO/N=C(/C)c1ccc(Oc2cnccn2)cc1 | 0.0% | 0.5% | 1.2 | 4% | i | 51 | -4% | -3% | 1% | 0.0%
COC(=O)Cc1c(C)nc2nc(-c3cccnc3)[nH]n2c1=O | 0.1% | 0.2% | 1 | -11% | i | 8 | -17% | -9% | -7% | 0.6%

Screening results as filed in PubChem BioAssay.
